Assay outcomes: PubChem BioAssay, Broad Institute
HDAC3 inh – blocks human histone deacetylase 3. O15379. recombinant HDAC3, fluorogenic peptide/trypsin coupled, fluorescence. inhibition, % at 8.3 µM. hit rate 0.15% among 320,000; in the data active = inhibition above about 26%, passing the limit was not always enough
Target sequence (O15379 whole entry, looked up): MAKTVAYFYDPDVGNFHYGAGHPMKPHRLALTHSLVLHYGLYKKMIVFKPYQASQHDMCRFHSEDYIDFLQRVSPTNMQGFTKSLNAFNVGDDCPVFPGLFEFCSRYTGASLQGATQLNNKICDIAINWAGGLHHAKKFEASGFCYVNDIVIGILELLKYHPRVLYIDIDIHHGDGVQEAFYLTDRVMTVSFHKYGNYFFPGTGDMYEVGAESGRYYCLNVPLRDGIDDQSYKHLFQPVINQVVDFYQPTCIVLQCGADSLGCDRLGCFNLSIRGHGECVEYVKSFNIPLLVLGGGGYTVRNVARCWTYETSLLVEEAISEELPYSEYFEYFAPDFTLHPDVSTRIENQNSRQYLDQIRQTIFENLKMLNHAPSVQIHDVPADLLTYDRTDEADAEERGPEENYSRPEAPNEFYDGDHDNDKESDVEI
An asterisk follows results filed as active. A portion of the library; count on the stated rates, not on these rows.

SMILES | HDAC3 inh
O=C(O)c1ccn(CSc2cc(Cl)ccc2Cl)n1 | 0
COc1ccc(OC)c(CC(=O)Nc2cc(S(=O)(=O)N3CCCCC3)ccc2C)c1 | -5
O=C(Nc1cccc(NC(=O)c2nccc3ccccc23)c1)c1ccco1 | -2
COc1ccc(N(CCC(=O)NCCc2ccccc2)S(=O)(=O)c2ccc(C)cc2C)cc1 | 10
CC(C)(C)OC(=O)C[C@H]1C/C=C\C[C@@H](CC(=O)N(CCO)Cc2ccccc2)C(=O)N[C@@H](c2ccccc2)COC1=O | 6
CCCC1(CCC)NC(=O)N(CC(=O)Nc2ccc(Cl)c(S(=O)(=O)N3CCOCC3)c2)C1=O | -4
O=C(Nc1ccccc1N1CCOCC1)c1ccc([N+](=O)[O-])s1 | 2
O=C(COC(=O)CNC(=O)c1ccc(Cl)cc1)Nc1ccc(Cl)cn1 | 1
O=C(COC(=O)/C=C/c1cccc(F)c1)NC(=O)NCc1ccccc1 | -13
CCCCNC(=O)[C@@H]1CCCN1S(=O)(=O)c1cccc2cccnc12 | 5
Cn1nnnc1Sc1ncnc2scc(Br)c12 | 0
C[C@H](CO)N1C[C@H](C)[C@@H](CN(C)C(=O)Nc2ccccc2)Oc2c(NS(=O)(=O)c3ccc(F)cc3)cccc2C1=O | 8
CC(C)C[C@H]1CN=C(N(C)C)N1CCCCc1ccccc1 | 2
O=C(c1cc(-c2ccco2)nc2ccccc12)N1CCN(Cc2ccccc2)CC1 | -28
CC(C)(C)OC(=O)[C@H](CCCCN)NC(=O)c1[nH]cnc1C(=O)N[C@@H](Cc1ccccc1)C(=O)OCc1ccccc1 | 9

(more compounds)
SMILES | HDAC3 inh
O=C(COc1ncnc2ccccc12)NC1CCCC1 | -4
O=S(=O)(NCc1ccco1)c1ccc(Cl)s1 | 7
O=C(C[C@@H]1C/C=C/CC[C@@H](Cc2ccc(F)cc2)C(=O)OCCNC1=O)N[C@H](CO)Cc1ccccc1 | 3
CN(C(=O)c1cccc(NC(=O)Cc2cccc([N+](=O)[O-])c2)c1)C1CCC1 | 0
COc1ccccc1C(CNC(=O)c1oc2ccccc2c1C)N1CCCC1 (stereo not drawn) | 2
CC1(C)Cc2cccc(OCC(=O)OCc3nnc(-c4ccccc4)o3)c2O1 | 3
COc1ccc(C(=O)COC(=O)c2ccc([N+](=O)[O-])s2)cc1OC | -4
COc1ccc(C(C)=NNC(=O)c2cccc(S(=O)(=O)N3CCCC3)c2)cc1 | 1
O=C(C[C@@H]1C/C=C\C[C@H](Cc2ccc(F)cc2)C(=O)OC[C@H]2CCCN2C1=O)N[C@H](CO)Cc1ccccc1 | 3
COc1ccc(C(CNC(=O)c2ccco2)N2CCCC2)cc1 (stereo not drawn) | 2
CCC(C)(C)C1CCc2[nH]nc(C(=O)NCCNC(=O)OC(C)(C)C)c2C1 (stereo not drawn) | -10
Cc1noc(C)c1CSCC(=O)Nc1nc2c(F)cc(F)cc2s1 | 3
Cc1ccc(NC(=O)CN(C)C(=O)CSc2nccn2C)cc1 | -9
N#Cc1ccccc1 | 1
NS(=O)(=O)c1ccc(CCNC(=S)NC(=O)c2ccccc2Br)cc1 | 1

Later entries
SMILES | HDAC3 inh
CSc1ncccc1C(=O)OCC(=O)NC1CCCC1 | -5
Cc1ccc2nc(-c3ccccc3)cc(C(=O)Nc3cccnc3)c2c1 | 2
O=C(CSc1ncc(C(F)(F)F)cc1Cl)N1CCNC1=O | -3
Cn1c(SCC(=O)NC(=O)Cc2ccccc2)nnc1-c1ccc(F)cc1 | -1
CCOC(=O)C1CCCN(S(=O)(=O)NC[C@H]2O[C@@H](n3cnc4c(N)ncnc43)[C@H](O)[C@@H]2O)C1 (stereo partly drawn) | -3
CSc1ccccc1NC(=O)COc1ccc2c(c1)OCO2 | 0
CCc1ccc(OC(=O)Cc2ccc(OC)c(S(=O)(=O)N3CCOCC3)c2)cc1 | 5
CCOC(=O)c1ccc(S(=O)(=O)N2CCN(C(=O)C3CSC4(C)CCC(=O)N34)CC2)cc1 (stereo not drawn) | 0
COc1ccc(C(=O)Nc2cccc(S(=O)(=O)NC3=NCCCCC3)c2)cc1 | -3
COc1ccc(/C=C/C(=O)NNC(=O)C(C)Oc2ccccc2F)cc1OC (stereo not drawn) | -2
O=C1C=C(c2cc(Cl)cc(Cl)c2)C[C@@H](c2ccc3c(c2)OCO3)C1 | 0
C[C@H](CO)N1C[C@H](C)[C@H](CN(C)Cc2ccc(Oc3ccccc3)cc2)Oc2ccc(NC(=O)Nc3cccc4ccccc34)cc2CC1=O | 6
CN(C)C(=O)c1ccc(NC(=O)c2ccccc2SCC(=O)N2CCCC2)cc1 | -3
C[C@H](CO)N1C[C@H](C)[C@@H](CN(C)S(=O)(=O)c2cn(C)cn2)Oc2ccc(NC(=O)Nc3ccc4c(c3)OCO4)cc2C1=O | -2
CCOc1cc(N2CCOCC2)c(OCC)cc1NC(=O)c1cccc(S(=O)(=O)N2CCOCC2)c1 | -3

(cont.)
SMILES | HDAC3 inh
C[C@@H]1CN([C@@H](C)CO)C(=O)Cc2cc(NC(=O)Nc3ccc(F)cc3)ccc2O[C@@H]1CN(C)Cc1ccc(Cl)c(Cl)c1 | 21
Cn1cccc1C(=O)NNC(=O)COc1ccc(C#N)cc1 | -2
COc1ccc(NC(=O)N(C)C[C@@H]2Oc3c(NC(=O)Nc4c(C)noc4C)cccc3C(=O)N([C@@H](C)CO)C[C@@H]2C)cc1 | -2
CN(C)S(=O)(=O)c1ccc2oc(SCC(=O)c3c(N)n(C4CC4)c(=O)[nH]c3=O)nc2c1 | 0
COc1cc(C(C)=O)ccc1OCC(=O)Nc1cc(C)on1 | -4
Cc1ccc(S(=O)(=O)N2[C@@H](c3ccc(Br)cc3)C(C(=O)O)=C[C@H]2C(C)(C)C)cc1 | -2
Cc1ccc(NC(=O)CN(C)C(=O)c2ccc(NS(=O)(=O)c3ccc4[nH]c(=O)[nH]c4c3)cc2)cc1 | 3
COC(=O)CNC(=O)CN(c1ccc(OC)cc1OC)S(=O)(=O)c1ccccc1 | -4
Cc1ccccc1OCCC(=O)OCC(=O)NCCc1ccc(S(N)(=O)=O)cc1 | 7
O=C(COc1ccc2ccc(=O)oc2c1)Nc1ccc(N2CCCCC2)cc1 | -20
CSc1cccc(NC(=O)COC(=O)c2ccccn2)c1 | -2
Cc1nnc(SCC(=O)NC2CCCCCC2)n1N | -2
Nc1nc(COC(=O)C2CC(=O)N(CCc3ccccc3)C2)nc(Nc2ccccc2)n1 (stereo not drawn) | -2
CCCCC1CCC(C(=O)N(CCOC)c2c(N)n(CC(C)C)c(=O)[nH]c2=O)CC1 (stereo not drawn) | 2
CCOc1ccc(OCC)c(NC(=O)C2CCCN(C(=O)c3ccc(Cl)cc3)C2)c1 (stereo not drawn) | 11

Further records follow:
SMILES | HDAC3 inh
CC(C)[C@]1(c2ccccc2)ON(c2ccccc2C(F)(F)F)C1=O | -3
COc1ccccc1-c1sc2ccccc2c1-c1ccc2c(c1)OCCO2 | -2
Cn1c(N)c(C(=O)COC(=O)Cc2ccc(Cl)c(Cl)c2)c(=O)n(C)c1=O | 0
CS(=O)(=O)c1ccccc1C(=O)Nc1ccc(S(=O)(=O)N2CCCC2)cc1 | -2
COc1ccc(/C=C/C(=O)OCC(=O)Nc2ncc(Cl)cc2Cl)cc1 | -9
COc1cc([C@@H]2CC=C(C(=O)O)[C@H](c3ccc(Cl)cc3)N2S(=O)(=O)c2ccc(C)cc2)cc(OC)c1OC | 10
C[C@H](CO)N1C[C@H](C)[C@H](CN(C)S(=O)(=O)c2ccccc2)Oc2c(NS(C)(=O)=O)cccc2C1=O | -1
CC(=O)Nc1cccc(N)c1 | 5
Cc1ccc(C)c(S(=O)(=O)N2CCN(C(=O)[C@H](Cc3ccccc3)NC(=O)c3ccco3)CC2)c1 | -3
CC(C)(C)OC(=O)Nc1ccc([C@@H](NC(=O)OC(C)(C)C)C(=O)OC(C)(C)C)cc1 | 0
O=C(CCC1CCCCC1)NC1CCCCC1 | -3
COc1cccc(C2=CC(=O)C[C@H](c3ccc(Cl)cc3)C2)c1 | 6
CCOC(=O)[C@H]1[C@H]2COc3cc(OC)ccc3[C@@H]2N2C(=O)CN(Cc3ccc(C)cc3)C(=O)[C@@]12C | -2
CC(OC(=O)c1ccc(Cl)nc1)C(=O)Nc1ccc2c(c1)OCO2 (stereo not drawn) | 0
CCOC(=O)[C@H]1[C@H]2COc3ccc(Cl)cc3[C@@H]2N2C(=O)CN(Cc3ccc(OC)cc3)C(=O)[C@@]12C | -1

Next part
SMILES | HDAC3 inh
O=C(COC(=O)/C=C/c1ccc(Cl)cc1Cl)NCC1CCCO1 (stereo not drawn) | 5
O=C(CN1C(=O)NC2(CCCCC2)C1=O)N1CCN(c2ncccn2)CC1 | -1
O=C(CNS(=O)(=O)c1ccc2c(c1)OCCCO2)N1CCN(Cc2ccccc2)CC1 | 0
N#Cc1ccccc1S(=O)(=O)N1CCN(C(=O)Cc2n[nH]c(=O)c3ccccc23)CC1 | -6
C[C@@H]1NC(=O)[C@@]2(C)[C@@H](c3ccccc3)[C@H]3COc4ccccc4[C@@H]3N2C1=O | 3
CC(C)C[C@@H](C)C(=O)N(Cc1ccccc1)c1ccccc1 | -6
O=C1C=CN2CCCCC2CC1 (stereo not drawn) | -5
CCN(CC(=O)NCc1cccs1)C(=O)/C=C/c1ccc(C)cc1 | 1
C[C@@H]1CN([C@H](C)CO)C(=O)c2cc(NS(=O)(=O)c3cn(C)cn3)ccc2O[C@H]1CN(C)C(=O)Nc1ccccc1 | -1
COc1ccc(-c2oc3ccccc3c2C#CC(C)(C)O)cc1 | -8
CC(NC(=O)COC(=O)c1ccc(S(=O)(=O)N2CCOCC2)cc1)c1ccccc1 (stereo not drawn) | -2
O=C(COC(=O)CCc1nc2ccccc2c(=O)[nH]1)Nc1ccccc1OC(F)F | 2
NC(=O)NCCCC(=O)O | 0
CCOC(=O)N1CCN(C(=O)C(NC(=O)c2ccc(C(C)(C)C)cc2)C(C)C)CC1 (stereo not drawn) | -4
C[C@H](CO)N1C[C@H](C)[C@@H](CN(C)S(=O)(=O)c2ccc(F)cc2)Oc2ccc(NC(=O)Nc3ccccc3)cc2C1=O | 5

Continued.
SMILES | HDAC3 inh
COc1ccc(NC(=O)c2ccc(NC(=O)CSc3nc(N)cc(=O)[nH]3)cc2)cc1 | 2
Fc1ccc2cnc(-c3ccccc3)c(-c3cc(C(F)(F)F)cc(C(F)(F)F)c3)c2c1 | 6
COc1ccc(NS(=O)(=O)c2ccc(N3CCCCC3)c(N)c2)cc1 | -3
CC(C)N(C(=O)COC(=O)c1cccnc1Cl)c1ccccc1 | 1
C=CCC[C@H](Cc1ccc(F)cc1)C(=O)OC[C@H](Cc1c[nH]c2ccccc12)NC(=O)[C@@H](CC=C)CC(=O)N(CCO)Cc1ccccc1 | -4
COc1cccc(/C=N/NC(=O)CN(C)S(=O)(=O)c2ccccc2)c1OC | -14
COc1ccccc1CCC(=O)OCC(=O)NCc1ccc(OC)c(OC)c1 | -8
c1cc(CCCc2ccncc2)ccn1 | -1
O=C(COC(=O)c1ccccc1OCc1ccc(F)cc1)NCC1CCCO1 (stereo not drawn) | -4
Cc1ccc2c(CN3CCN(S(=O)(=O)c4ccccc4C(F)(F)F)CC3)cc(=O)oc2c1C | -1
C[C@@]12C(=O)Nc3ccc(Cl)cc3C(=O)N1[C@H]1c3ccccc3OC[C@@H]1[C@@H]2c1ccccc1 | 5
CN(C)C1=NCCN1CCc1ccc(F)cc1 | 4
CC(C)(C)N(Cc1ccccc1)C(=O)COC(=O)c1ccc(Br)o1 | 7
CCOC(=O)C1=C(COC(=O)COc2ccccc2C=O)NC(=O)NC1C (stereo not drawn) | 1
COC(=O)[C@H](CC(C)C)NS(=O)(=O)N[C@@H](CC(C)C)C(=O)OC | 1

3 of the compounds above, with each value named:
O=C(COC(=O)c1ccccc1OCc1ccc(F)cc1)NCC1CCCO1 (stereo not drawn)
  HDAC3 inh: -4
COC(=O)[C@H](CC(C)C)NS(=O)(=O)N[C@@H](CC(C)C)C(=O)OC
  HDAC3 inh: 1
C[C@@]12C(=O)Nc3ccc(Cl)cc3C(=O)N1[C@H]1c3ccccc3OC[C@@H]1[C@@H]2c1ccccc1
  HDAC3 inh: 5

The results go on.
SMILES | HDAC3 inh
Cc1ccccc1-c1nnc(SCC(=O)NC2CCS(=O)(=O)C2)n1C (stereo not drawn) | 1
Cc1cc(CC(=O)O)n(C)c1C(=O)c1ccc(Cl)cc1 | 3
Cc1ccc(S(=O)(=O)N2CCN(C(=O)Cn3cnc4c3c(=O)n(C)c(=O)n4C)CC2)cc1C | -2
O=C(NC1=NCCS1)c1cccc(S(=O)(=O)N2CCOCC2)c1 | -1
CC(Sc1ccc(S(=O)(=O)N2CCOCC2)cn1)C(=O)Nc1ccc(Cl)cc1Cl (stereo not drawn) | 3
COc1ccc(NC(=O)N(C)C[C@H]2Oc3ccc(NC(=O)C4CC4)cc3C(=O)N([C@H](C)CO)C[C@@H]2C)cc1 | 2
CCN1C(=O)c2cccc3c(S(=O)(=O)N4CCNCC4)ccc1c23 | 2
Cc1cc(Br)ccc1NC(=O)CN1C(=O)C2CC=CCC2C1=O (stereo not drawn) | 1
CCc1cccc(NC(=O)C2CCN(c3ncnc4sc(C)c(C)c34)CC2)c1 | -11
CC1(C)O[C@@H]2[C@H](O1)[C@@H](CO)O[C@H]2n1cnc2c(N)ncnc21 | -7
COc1ccc(C)cc1-n1c(SCC(=O)NC2CC2)nc2ccccc2c1=O | 4

Grouped by structure, the entries above containing a cyano group (three)
SMILES | HDAC3 inh
N#Cc1ccccc1 | 1
Cn1cccc1C(=O)NNC(=O)COc1ccc(C#N)cc1 | -2
N#Cc1ccccc1S(=O)(=O)N1CCN(C(=O)Cc2n[nH]c(=O)c3ccccc23)CC1 | -6
